Source: PubChem BioAssay
PGC1a acetyl inh – modulators of PGC1a acetylation. AID 651687. inhibition, % at 15.6 µM. hit rate 0.17% among 350,000. U2OS PGC1a acetylation, AlphaScreen anti-acetyl-lysine; with virally co-expressed GCN5 acetyltransferase;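 active = every replicate shows inhibition of at least 40%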;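 also: 0% = neutral control wells and 100% = positive control wells; some results beyond the cut were filed as inactive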
Xi reactivation – X-chromosome reactivation activator; XiGFP mouse fibroblasts, % GFP-positive cells imaging, 3 d; cells co-treated with 5-aza-dC sensitizer; scaled so ellipticine positive control = 100%; activation, % at 7.58 µM; hit rate 0.055% among 360,000;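 active = mean normalized replicate activation at least 10% and every replicate at or above 10%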;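 also: 0% = median of on-plate neutral control wells and 100% = ellipticine 6 µM median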
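Material: SV40-immortalized XiGFP fibroblast cells, line 68-5-11 | Buffer or medium: DMEM containing 5-aza-dC | Dosing: One concentration, pinned | Times: 3 d treatment, 15 min room-temperature fixation | Controls: Ellipticine 6 µM positive control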
C2C12 statin – protects C2C12 myotubes from simvastatin toxicity | rescue of ATP level, % at 7.49 µM | hit rate 0.78% among 330,000 | ATP luminescence, 48 h; scaled: DMSO 0, geranylgeraniol control 100 | AID 602340;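 active = mean ATP rescue above about 67%, or every replicate alone reaching that limit, limit read from the data, passing the limit was not always enough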;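 also: myotubes were challenged with 10 µM simvastatin during compound exposure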
Cneo AK release – Cryptococcus neoformans lysis via adenylate kinase release; C. neoformans lysis, adenylate kinase release luminescence, 4 h; normalised: neutral wells 0, clomiphene wells 100; lysis activity, % at 15 µM; hit rate 0.2% among 360,000;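 active = mean lysis activity across replicates of at least 80%, whatever share of replicates individually reach that level; inactive = mean lysis activity below 80%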
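Material – log-phase Cryptococcus neoformans yeast cells · Input – 5 × 10^6 yeast cells/mL · Medium – fresh YPD growth medium · Doses – single compound concentration per well · Timing – static 4 h at 37 °C with compound, 1 h detection · Detection – adenylate kinase release luminescence · Read-out – signal increase indicating cell lysis · Control set – Clomiphene as positive lysis control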
LGR2 antag – blocks bursicon-induced cAMP signaling via Drosophila LGR2. HEK293 LGR2, CRE-luciferase, bursicon-stimulated, 4 h. inhibition, % at 9.99 µM. hit rate 0.35% among 380,000. AID 720647;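 active = drop in luminescence signal, shown as inhibition above about 50% in the replicate tests, limit read from the data, passing the limit was not always enough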;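 also: agonist challenge used bursicon conditioned medium at about half maximal strength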
ERAP1 HTS inh – blocks human ERAP1 aminopeptidase activity; Q9NZ08; recombinant ERAP1, Leu-AMC fluorescence, 60 min; inhibition, % at 10.7 µM; hit rate 0.15% among 340,000; AID 652197;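 active = mean replicate inhibition of at least 30%, or all replicates individually reaching that 30% level; inactive = mean below 30% and not every replicate reaching it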;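 also: 0% = neutral control wells and 100% = L-leucinethiol positive control wells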
S100A4 inh HTS – blocks human S100A4 binding to myosin IIA peptide; S100A4/TAMRA-MyoIIA peptide fluorescence polarization; inhibition, % at 10.7 µM; hit rate 0.14% among 360,000;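 active = mean inhibition of at least 70% across replicates, with every replicate also reaching that level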
Target sequence (P26447 whole entry, looked up): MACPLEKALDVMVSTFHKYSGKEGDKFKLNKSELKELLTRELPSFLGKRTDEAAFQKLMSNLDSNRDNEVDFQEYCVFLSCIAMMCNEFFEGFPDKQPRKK
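System – human S100A4 monomer protein, biochemical binding assay · Buffer or medium – Calcium-containing HEPES buffer, pH 7.2 · Timing – 5 min between mix addition and reading · Also added – TAMRA-labelled myosin IIA heavy-chain peptide probe, 5 nM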
SIRT5 block – inhibitors of human sirtuin-5 desuccinylase. Q9NXA8. Purified SirT5, succinyl-peptide AMC, trypsin-coupled fluorescence. inhibition, % at 15 µM. hit rate 1.1% among 330,000; in the data active = inhibition above about 15%
Target sequence (Q9NXA8 whole entry, looked up): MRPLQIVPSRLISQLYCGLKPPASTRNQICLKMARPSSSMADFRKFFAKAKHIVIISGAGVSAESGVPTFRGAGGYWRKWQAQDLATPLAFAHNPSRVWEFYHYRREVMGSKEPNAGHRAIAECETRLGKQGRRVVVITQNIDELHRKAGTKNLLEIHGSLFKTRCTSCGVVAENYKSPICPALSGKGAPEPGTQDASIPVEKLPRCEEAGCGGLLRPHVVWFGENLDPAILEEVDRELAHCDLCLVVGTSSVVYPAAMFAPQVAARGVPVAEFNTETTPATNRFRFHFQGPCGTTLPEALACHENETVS
The depositor's hits bear a star; . = no result given. A portion of the library, so the mix of outcomes need not match the whole.

SMILES	PGC1a acetyl inh	Xi reactivation	C2C12 statin	Cneo AK release	LGR2 antag	ERAP1 HTS inh	S100A4 inh HTS	SIRT5 block
CN(C)C(=O)c1ccc(-c2ccc([C@@H]3[C@@H](CO)N(S(C)(=O)=O)[C@H]3C#N)cc2)cc1	-5	0.5	4	-1	-6	-4	-1	2
COc1ccccc1S(=O)(=O)N(C)C[C@H]1Oc2ncc(-c3ccc(C)cc3)cc2C(=O)N([C@H](C)CO)C[C@H]1C	-16	0.9	11	-2	-4	3	-5	2
COC(=O)C1=C(C)N(C)C(=O)NC1c1ccc(O)c(Cl)c1 (centres undefined)	.	0.0	-1	.	-7	.	-19	.
O=C(Nc1scc(-c2ccc(Br)cc2)c1C(=O)O)c1ccccc1F	6	0.0	.	0	.	1	-3	-1
CN(C)CCNC(=O)c1cccc(S(=O)(=O)Nc2ccc(F)cc2)c1	6	0.1	.	.	15	-1	6	-1
Cc1[nH]c2ccccc2c1C(Nc1nccs1)c1ccncc1 (centres undefined)	-4	-0.1	.	-2	9	.	.	.
O=C(NCC[C@H]1CC[C@@H](NC(=O)c2cnccn2)[C@H](CO)O1)Nc1ccc(Cl)cc1	6	0.2	-5	-4	-13	1	-5	2
O=C(NCCCN1CCCC1=O)Nc1ccccc1F	.	0.0	.	1	-6	2	-38	0
CC(=O)c1ccc(NCCC(=O)c2ccccc2)cc1	7	0.2	5	-2	-32	-2	-4	-3
COc1ccc(CC(=O)Nc2ccc(S(=O)(=O)NCC3CCCO3)cc2)cc1 (centres undefined)	-5	.	17	-1	11	.	.	.
COc1cccc(C2C(C(=O)c3ccc(C)o3)=C(O)C(=O)N2CCN2CCOCC2)c1 (centres undefined)	.	0.0	.	1	-5	8	-6	-1
Cn1cc(CCC(=O)NC2CC(C)(C)Cc3c2cnn3-c2ccc(F)cc2)cn1 (centres undefined)	1	0.0	.	-4	2	3	1	-3
COc1ccc(C(=O)NCCONC(=O)c2ccc(OC)cc2)cc1	-3	0.1	0	-2	-2	4	1	-2
CC(C)(C)NC(=O)CSc1nnc(-c2ccco2)n1Cc1ccco1	9	.	18	2	-5	.	.	.
C[C@H]1CN([C@@H](C)CO)C(=O)Cc2cc(NS(=O)(=O)c3ccc(Cl)cc3)ccc2O[C@H]1CN(C)Cc1ccc(C(=O)Nc2ccccc2N)cc1	-19	0.2	.	.	0	1	-4	4
O=C(CCNC(=O)c1ccco1)Nc1ccc(F)c(Cl)c1	-16	.	1	-1	-6	-2	1	-3
COc1ccc(NC(=O)Nc2ccc3c(c2)C(=O)N([C@H](C)CO)C[C@H](C)[C@H](CN(C)C(=O)Nc2ccc(OC)cc2)OCCCC[C@H](C)O3)cc1	-35	0.3	.	3	22	-6	-4	7
COc1cccc(C(=O)OCC(=O)NC(=O)NC2CCCC2)c1O	-2	0.0	.	.	5	0	0	-4
Cc1c(NC(=O)COC(=O)c2cc(-c3ccc(-c4ccccc4)cc3)nc3ccccc23)c(=O)n(-c2ccccc2)n1C	.	0.0	.	.	-15	4	-3	3
O=C(Nc1ccccc1F)N1C[C@@H]2[C@H](c3ccccc31)[C@@H](CO)N2C(=O)C1CC1	1	0.3	0	-2	-26	0	12	-2
CC(C(=O)NC1CCCC1)n1c(-c2ccccn2)nc2ccccc21 (centres undefined)	.	0.0	.	.	4	1	-17	-3
COc1cccc(C#Cc2ccc([C@H]3[C@@H](C#N)N[C@@H]3CO)cc2)c1	-2	-0.1	10	-1	-26	-3	-11	2
COc1ccc(C(CC(=O)N2CCCC(C)C2)c2c(O)cc(OC)cc2OC)cc1 (centres undefined)	6	0.1	21	-1	3	3	-1	1
Cc1ccc(NC(=O)CN(C)C(=O)COc2cc(F)ccc2[N+](=O)[O-])cc1	.	-0.4	.	0	23	1	1	-3
CCC(=O)Nc1ccc2c(c1)C(=O)N(C1CCCCC1)C2=O	-4	.	-103	7	-22	.	.	.
C[C@@H]1CN([C@H](C)CO)C(=O)c2cccc(NS(=O)(=O)c3ccc(Cl)cc3)c2O[C@@H]1CN(C)C(=O)Nc1ccc(C(F)(F)F)cc1	-5	-1.0	32	-1	-9	1	-11	-4
CN1CCN(c2ccc(NC(=O)c3ccc4c(c3)OCCO4)cc2)CC1	.	0.3	.	.	-24	-2	3	-2
O=C(NCC1CC1)C1Cc2c(-c3ccccc3Oc3ccccc3)ccnc2O1 (centres undefined)	13	-0.1	1	2	-6	-3	-1	4
CCC(=O)Nc1cccc(-c2nc3ncccc3o2)c1C	6	0.1	-3	-1	-5	13	3	-1
CC(=O)Nc1nnc(SCC(=O)Nc2nc(C)cs2)s1	-5	-0.1	5	-1	10	-2	-5	-1
CCOC(=O)c1c(C)oc2ccc(NS(=O)(=O)c3cccs3)cc12	10	.	.	.	0	-5	-4	-5
CCn1c(=O)n(CCc2ccccc2)c(=O)c2c3c(sc21)CCCC3	-6	.	2	-2	2	2	-2	-2
O=C(c1cccnc1)N1CCN(S(=O)(=O)c2cccs2)CC1	7	0.2	.	0	1	1	3	-4
CCOc1ccc(C(=O)NCC2CCCO2)cc1OCC (centres undefined)	-15	0.0	.	.	19	-1	31	0
C[C@H](CO)N1C[C@H](C)[C@H](CN(C)C(=O)Nc2ccc(F)cc2)Oc2c(NC(=O)NC3CCCCC3)cccc2C1=O	2	-1.2	-22	7	3	-1	-2	-1
COc1ccc(/C=C/c2cc(=O)c3cc(Cl)ccc3o2)cc1	.	0.1	.	.	.	0	-2	-1
C[C@H]1CN([C@@H](C)CO)C(=O)c2cccc(NC(=O)Nc3ccc(F)cc3)c2O[C@@H]1CN(C)Cc1ccc(Oc2ccccc2)cc1	8	0.0	-23	-2	8	2	-1	0
Cc1nn(C)c(C(=O)NNC(=S)NC2CCCCC2)c1Br	.	0.0	.	.	-30	1	-7	-4
Cc1cc(C)c(S(=O)(=O)c2ccc(Cl)cc2C)c(Cl)n1	.	0.5	.	.	-18	3	1	2
C[C@H]1CCCCO[C@H](CN(C)S(=O)(=O)c2cn(C)cn2)[C@@H](C)CN([C@@H](C)CO)C(=O)c2cc(NC(=O)Nc3ccc(F)cc3)ccc2O1	6	-0.1	.	-1	-21	3	-2	8

3 compounds already listed, ordered by molecular weight, descending:
SMILES	PGC1a acetyl inh	Xi reactivation	C2C12 statin	Cneo AK release	LGR2 antag	ERAP1 HTS inh	S100A4 inh HTS	SIRT5 block
C[C@H](CO)N1C[C@H](C)[C@H](CN(C)C(=O)Nc2ccc(F)cc2)Oc2c(NC(=O)NC3CCCCC3)cccc2C1=O	2	-1.2	-22	7	3	-1	-2	-1
CCn1c(=O)n(CCc2ccccc2)c(=O)c2c3c(sc21)CCCC3	-6	.	2	-2	2	2	-2	-2
O=C(c1cccnc1)N1CCN(S(=O)(=O)c2cccs2)CC1	7	0.2	.	0	1	1	3	-4

Continuation.
SMILES	PGC1a acetyl inh	Xi reactivation	C2C12 statin	Cneo AK release	LGR2 antag	ERAP1 HTS inh	S100A4 inh HTS	SIRT5 block
O=C(COC(=O)Cc1cccc(C(F)(F)F)c1)NCc1ccco1	-2	0.1	4	0	-5	-2	-3	-6
O=C(C[C@H]1CC[C@H](NS(=O)(=O)c2ccc(F)cc2)[C@H](CO)O1)NCc1ccc(Cl)c(Cl)c1	-3	-0.3	-17	-2	7	0	-3	0
CCC1=C(C)CN(C(=O)NCCc2ccc(S(=O)(=O)NC(=O)NC3CCC(C)CC3)cc2)C1=O (centres undefined)	5	0.0	0	2	-16	-4	3	8
COc1ccc(-c2nc(N)ncc2-c2ccccc2OC)c(O)c1	1	0.0	32	-1	-4	-4	-7	0
COc1ccc(C(=O)Nc2cc(S(=O)(=O)N3CCCC3)ccc2Cl)cc1	-12	0.2	-1	1	2	3	0	-2
CCc1ccc(-n2c(=S)sc3c(=O)[nH]c(SCC(=O)NC4CCCCC4)nc32)cc1	-5	0.0	2	0	7	-1	-1	.
CCN(CC(=O)Nc1c(F)cccc1F)C(=O)c1cccn1C	.	-0.1	-2	0	-10	1	-5	.
Cc1ccc(S(=O)(=O)Nc2ccc3c(c2)CC(=O)N([C@@H](C)CO)C[C@H](C)[C@H](CN(C)S(=O)(=O)c2cn(C)cn2)O3)cc1	-1	0.0	23	3	-2	-4	-3	5
O=c1c2ccccc2nc(SCc2cccc(F)c2)n1-c1cccc(S(=O)(=O)N2CCCC2)c1	-14	1.4	.	1	-1	.	.	.
COc1ccc(OC)c(NC(=O)c2cc3c(=O)n4ccccc4nc3n2C)c1	3	0.1	-13	5	-9	0	2	-3

Complete entries, looked up by structure. Order of screens: PGC1a acetyl inh, Xi reactivation, C2C12 statin, Cneo AK release, LGR2 antag, ERAP1 HTS inh, S100A4 inh HTS, SIRT5 block
O=C(COC(=O)Cc1cccc(C(F)(F)F)c1)NCc1ccco1 is listed as -2, 0.1, 4, 0, -5, -2, -3, -6
CCC1=C(C)CN(C(=O)NCCc2ccc(S(=O)(=O)NC(=O)NC3CCC(C)CC3)cc2)C1=O (centres undefined) is listed as 5, 0.0, 0, 2, -16, -4, 3, 8

Continuation.
SMILES	PGC1a acetyl inh	Xi reactivation	C2C12 statin	Cneo AK release	LGR2 antag	ERAP1 HTS inh	S100A4 inh HTS	SIRT5 block
Cc1ccc(S(=O)(=O)Nc2ccc3c(c2)C(=O)N([C@@H](C)CO)C[C@H](C)[C@@H](CN(C)C(=O)Cc2ccccc2)OCCCC[C@@H](C)O3)cc1	-5	0.3	.	22	8	-4	-35	3
Cc1ccccc1NCC(=O)N/N=C\C=C\c1cccc([N+](=O)[O-])c1	.	0.3	.	.	20	3	-5	-2
COC(=O)C1=C(C)N(Cc2cccc(C(F)(F)F)c2)C(=NCC2CC2)NC1c1cccc(C(F)(F)F)c1 (centres undefined)	.	-0.1	.	.	46	-2	2	.
CC(=O)OC(Cn1ccnc1)c1ccccc1 (centres undefined)	2	.	-8	-3	-8	.	.	.
CO[C@@H]1CN(C)C(=O)c2cc(NC(=O)C3CCOCC3)ccc2OC[C@H](C)NC[C@H]1C	3	0.2	9	2	-6	3	18	3
CCCCCCCCN1C(=O)[C@@H](CC(=O)NCc2cccs2)C[C@@]2(C(=O)OC)C1=C[C@H](C(C)(C)C)O[C@@H]2C	.	0.0	.	.	11	4	2	.
C[C@@H]1CCCCO[C@H](CN(C)S(=O)(=O)c2ccc(F)cc2)[C@@H](C)CN([C@H](C)CO)C(=O)c2cc(NS(=O)(=O)c3ccccc3)ccc2O1	-13	0.5	24	-4	-12	4	1	3
CCN(CC)CCC(=O)N1c2ccccc2CCc2ccc(NC(=O)OC)cc21	.	0.0	2	-2	2	-5	-1	-1
CC(C)c1ccc(/C=C(\NC(=O)c2ccccc2)C(=O)NCCCN2CCOCC2)cc1	.	0.0	-12	1	0	-3	1	-1
C[C@@H]1CN([C@H](C)CO)C(=O)Cc2cc(NC(=O)Nc3ccc(F)cc3)ccc2O[C@H]1CN(C)C(=O)NC1CCCCC1	-1	-0.2	-8	-3	3	3	-4	2
Cn1cnc(S(=O)(=O)N2C[C@@H](O)COC[C@@H]3O[C@H](CC(=O)NC4Cc5ccccc5C4)CC[C@H]32)c1	2	0.4	-8	-2	7	0	1	1
Cc1cc(C)c(NC(=S)NC(NC(=O)c2ccccc2)C(Cl)(Cl)Cl)c(C)c1 (centres undefined)	-3	-0.2	-7	1	26	.	.	.
COCCn1c(C)cc(C(=O)COc2ccc(C)nc2[N+](=O)[O-])c1C	9	0.1	11	0	-1	8	0	-1
O=C(O)c1ccc(Cl)c(S(=O)(=O)N2CCCC2)c1	0	.	8	.	21	.	1	2
Cc1ccc(-n2ncc3c(N4CCC5(CC4)OCCO5)ncnc32)c(C)c1	6	0.0	-7	-5	-3	6	0	-2
